Source: PubChem BioAssay (National Center for Advancing Translational Sciences (NCATS))
Shiga inhibitor – inhibitors of Shiga toxin in Vero cells. Vero cells, Shiga toxin protein synthesis inhibition reporter. inhibition, % at 38.7 µM. 9.2% of 290,000 active. AID 2315; in the data active means inhibition mostly above about 28%, no sharp cut-off; inactive means mostly below about 43%; further: 0% is about no effect
Pf growth 48h – P. falciparum growth inhibition at 48 hours (one generation); P. falciparum luciferase growth in erythrocytes, 48 h; Potency, µM (doses to about 28.7 µM), inactives show top-dose activity change, negative = inhibition, most hits filed as inhibitors; 5.9% of 310,000 active; AID 504832; further: potency means the concentration at half of the fitted maximal effect; on the % scale 0 is the no-effect control and ±100 the full control effect
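Read-out is firefly luciferase luminescence from an integrated reporter in P. falciparum, so falling signal marks reduced parasite growth. Infected erythrocytes were at 2% hematocrit and 0.1% parasitemia (final) in Albumax-supplemented RPMI 1640.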
TbPYK inhibitor – T. brucei pyruvate kinase inhibition | Q57TT1 | TbPYK enzyme, Kinase-Glo Plus ATP luminescence, 45 min | Potency, µM (highest dose often 76.8 µM), without a hit: top-dose activity, negative = inhibition, most hits filed as inhibitors | 0.12% of 410,000 active | AID 624173; further: potency means the concentration at half of the fitted maximal effect; on the % scale 0 is the no-effect control and ±100 the full control effect; nearly all actives have a fitted effect of over 50% in size
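In this concentration-response screen, enzyme-free wells defined baseline while DMSO plates tracked drift. Each reaction combined TbPYK, substrate, compound and 130 uM ADP for 45 min at room temperature. Kinase-Glo Plus luminescence gave the signal.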
HCV inh – HCV inhibition | AID 651820 | Potency, µM (highest dose often 41.8 µM), for inactives: at the top dose activity change, negative = inhibition, actives largely listed as inhibitors | 3.4% of 340,000 active | Huh7.5.1 HCVcc-Cre infection, luciferase reporter, 44 h; further: potency means the concentration at half of the fitted maximal effect; on the % scale 0 is the no-effect control and ±100 the full control effect
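Seed cells (1,000/well) for 4 h; treat with compound and infect with HCVcc-Cre, moi about 0.5. Incubate 44 h, then detect luciferase activity.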
LmPK inh – LmPK (Leishmania mexicana) enzyme inhibition; 0.37% of 290,000 active; Q27686; AID 1721; Potency, µM (titrated, usually from 57.5 µM), without a hit: at the top dose activity change, negative = inhibition, most hits filed as inhibitors; purified LmPK, Kinase-Glo ATP luminescence, 1 h; further: potency means the concentration at half of the fitted maximal effect; on the % scale 0 is the no-effect control and ±100 the full control effect
Target sequence (Q27686 whole entry, looked up): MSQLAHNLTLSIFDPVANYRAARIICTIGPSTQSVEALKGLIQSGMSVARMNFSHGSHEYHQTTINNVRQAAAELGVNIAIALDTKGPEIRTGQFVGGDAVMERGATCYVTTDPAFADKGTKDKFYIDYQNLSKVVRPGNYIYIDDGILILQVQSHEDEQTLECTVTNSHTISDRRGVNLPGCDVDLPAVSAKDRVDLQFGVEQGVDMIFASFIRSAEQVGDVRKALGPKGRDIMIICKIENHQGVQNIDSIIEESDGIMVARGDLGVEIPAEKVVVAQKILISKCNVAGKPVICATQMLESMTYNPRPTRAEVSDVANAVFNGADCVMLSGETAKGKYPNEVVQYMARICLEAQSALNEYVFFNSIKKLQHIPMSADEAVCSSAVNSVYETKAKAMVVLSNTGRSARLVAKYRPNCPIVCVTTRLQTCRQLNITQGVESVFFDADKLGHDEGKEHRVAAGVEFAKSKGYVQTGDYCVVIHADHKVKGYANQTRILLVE
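0.1 nM LmPK, 0.5 mM PEP, 0.1 mM ADP; 50 mM imidazole pH 7.2, 7 mM MgCl2, 50 mM KCl; 1 h RT. Kinase-Glo luminescence readout, normalized to no-enzyme (full inhibition) and uninhibited wells.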
CHX counter – counter-screen for Shiga toxin inhibitors: cycloheximide protein synthesis inhibition; cell reporter, cycloheximide protein synthesis inhibition counterscreen; max response, %; 12% of 300,000 active; in the data active means max response mostly above about 13%, no sharp cut-off; inactive means mostly below about 14%; further: read at 38.3 µM for the half of the compounds with a filed dose; 0% is about no effect
Pf growth 96h – P. falciparum growth inhibition at 96 hours; 6.9% of 320,000 active; P. falciparum luciferase reporter growth, 96 h; AID 504834; Potency, µM (doses to about 28.7 µM), without a hit: top-dose activity change, negative = inhibition, hits mostly inhibitors; further: potency means the concentration at half of the fitted maximal effect; on the % scale 0 is the no-effect control and ±100 the full control effect
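Parasite growth measured via integrated firefly luciferase reporter in P. falciparum. Infected erythrocytes at 2% hematocrit, 0.05% parasitemia final were treated 96 hours at 37 C under 5% CO2, and luminescence was read.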
* = called active by the depositor; ? = inconclusive; . = not tested or not shown; [ ] = dose if it differs, or a comment. Unless noted, the call rests on the fitted dose curve; in most records, active means well fitted curve in the direction sought with a large enough effect; inconclusive means small, poorly fitted or top-dose-only effect, or another doubt; inactive means no such curve, though single readings can be large; an effect the other way counts as inactive or inconclusive. Outcome played no part in choosing rows; overall some 24% were active at least once.

SMILES | Shiga inhibitor | Pf growth 48h | TbPYK inhibitor | HCV inh | LmPK inh | CHX counter | Pf growth 96h
CCN1CCN(CCC(=O)Nc2cc(OC)cc(OC)c2)CC1 | -11 | ? | 1% | 9% | 5% | -5 | ?
CCN(CC)C(=S)Nc1c(C)n(C)n(-c2ccccc2)c1=O | -9 | -13% | 6% | 4% | -3% | 5 | ?
CCOc1ccc(C(C)=O)cc1Cn1nc(C(=O)O)c2ccccc2c1=O | -7 | -28% | 0% | 7.9µM* | -1% | 5 | -11%
CCOc1ccc(C(=O)NCC(=O)OCC(=O)N2CCCC2)cc1 | -10 | 33%[activator] | 0% | 6% | 1% | 1 | -28%
CC(=O)N1CCc2cc(Br)cc(S(=O)(=O)N3CCCCC3)c21 | -6 | 2.6µM* | 1% | 0% | 4% | 1 | ?
O=C(O)COc1ccc(C(NC(=O)c2c(F)cccc2F)NC(=O)c2c(F)cccc2F)cc1 | 16 | . | -12% | 17% | -4% | -2 | 8%
CCCCNC(=S)NNC(=O)c1cc(C)on1 | 6 | 4% | -3% | 7% | 8% | -2 | 18%
COC(=O)CNC(=O)COC(=O)Cc1ccc(Cl)cc1 | -6 | ? | -1% | 21% | 0% | -2 | 35%[activator]
COC(=O)/C(C#N)=C1/SC=C(C)N1c1ccccc1 | 23 | -21% | 0% | 4% | -2% | 3 | 10%
OCCN(CCO)CC(O)COCCC12CC3CC(CC(C3)C1)C2 (stereo unspecified) | -20 | ? | 4% | ? | -3% | 6 | .
CSc1n[nH]c(-c2ccc(C(F)(F)F)cc2)n1 | 107* | 66%[activator] | -6% | -5% | -3% | 41* | 87%[activator]
CCOC(=O)N1CCN(Cc2nc(-c3cccc(C)c3)no2)CC1 | 14 | . | 1% | -2% | -2% | 12 | 6%
O=C(Nc1ccccc1C(F)(F)F)C1CCN(C(=O)Cc2ccccc2)CC1 | -3 | 7% | 24% | 20% | -5% | -2 | -20%
CC(C)COC(=O)Cn1cnc2ccc(Br)cc2c1=O | 7 | 21% | -9% | -27% | 1% | 4 | -17%
NNc1nc2c(-c3ccc(Cl)cc3)nnn2c2ccccc12 | 45 | ? | 3% | ? | -12% | 11 | -16%
CCOc1ccccc1OCCCC(=O)NCCc1ccc(S(N)(=O)=O)cc1 | 26 | 1% | -3% | -4% | 7% | -6 | 6%
O=C(COC(=O)c1cccc(Br)c1)NCCc1ccc(F)cc1 | 1 | 1% | 0% | 0% | 3% | -2 | -8%
COc1ccc(C2CC(=O)C3=C(C2)Nc2ccccc2N(C(C)=O)C3c2ccco2)cc1 (stereo unspecified) | -11 | ? | -8% | -4% | 4% | -3 | 14%
CC(=O)N1CCN(c2ccc(NCc3ccco3)cc2)CC1 | . | -5% | -15% | . | . | . | ?
COc1ccc(NC(=O)CSc2nc3ccccc3c(=O)n2CCCN2CCCCC2)c(OC)c1 | -12 | . | -18% | -28% | -1% | 10 | 9.3µM*
CCOC(=O)CSc1cc(CS(=O)(=O)c2ccccc2)nc(-c2ccccc2)n1 | -24 | -1% | 2% | 5% | 5% | -4 | ?
O=C(O)[C@H](Cc1ccccc1)NC(=O)C(c1ccccc1)(c1ccccc1)c1ccccc1 | 10 | 6% | -9% | 17% | -1% | -2 | -2%
O=C(/C=C/c1ccc(S(=O)(=O)N2CCOCC2)cc1)N1CCN(c2ccccc2)CC1 | -5 | ? | 9% | 2µM* | -7% | -3 | -17%
Cc1ccc(/C=C2/SC(=S)N(CC(=O)Nc3ncc(Cc4ccc(C)cc4)s3)C2=O)cc1 | -10 | . | -8% | -9% | -3% | -3 | -16%
COc1ccc(CNC(=O)CN(C(=O)CCC(=O)Nc2ccccn2)c2cc(C)ccc2C)cc1 | -16 | -18% | 5% | -18% | 9% | -4 | ?

(continued)
SMILES | Shiga inhibitor | Pf growth 48h | TbPYK inhibitor | HCV inh | LmPK inh | CHX counter | Pf growth 96h
O=C1NC(=Nc2ccc(Cl)cc2)SC1Cc1cccc(Cl)c1Cl (stereo unspecified) | -16 | -1% | -1% | -10% | 3% | -3 | ?
CCCC(=O)Nc1ccc2c(c1)C(=O)N(CCC(=O)O)C2=O | -7 | 2% | -18% | 0% | -8% | -3 | 20%
Cc1ccccc1CS(=O)(=O)Cc1ccc(C(=O)N2CCOCC2)o1 | 0 | 0% | -8% | 33%[activator] | -3% | -3 | 28%
CSc1ccccc1OCc1cc(C(=O)NCCn2ccnc2C)no1 | 40 | -18% | 4% | . | 0% | 2 | ?
N=C1/C(=C/c2ccc(OCc3ccccc3)cc2)C(=O)N=C2SC(CC(=O)N3CCOCC3)=NN12 | 32 | 25% | 0% | 15% | -5% | 15* | 50%[activator]
OC(CNC1Cc2ccccc2C1)COc1ccc(Cl)cc1 (stereo unspecified) | 12 | ? | 0% | 1% | 4% | 1 | 11%
CC(=O)C1=C(c2ccccc2)N(C(C)=O)n2c(C)nnc2S1 | 29 | 2.3µM* | -2% | ? | -1% | 10 | -20%
CC1CCCCC1NC(=O)c1cn(C)c2ccc(S(=O)(=O)N3CCCC3)cc2c1=O (stereo unspecified) | -13 | 8.3µM* | -3% | 8% | 8% | -3 | 1%
CC(=O)N1CCc2cc(C(=O)CN3CCN(c4cccc(Cl)c4)CC3)ccc21 | -5 | . | -6% | -27% | 5% | 2 | -1%
COc1ccc(S(=O)(=O)NCCN2CCOCC2)c2ccccc12 | 6 | 22% | -8% | 17% | -1% | -2 | 16%
C/C(=N\Nc1cc(C)nc(-c2ccccc2)n1)c1cccc([N+](=O)[O-])c1 | 1 | 12µM* | -2% | ? | 4% | 5 | 0.41µM*
COc1ccc(-c2cc(C(=O)c3c(N)n(C)c(=O)n(C)c3=O)c3ccccc3n2)cc1 | 4 | ? | -10% | -4% | -12% | 18* | -91%
CCCCC(=O)NC(c1ccc(N(CC)CC)cc1)c1ccc2cccnc2c1O (stereo unspecified) | -14 | ? | -13% | 1.4µM* | 1% | 0 | 11%
O=C(COC(=O)c1ccccc1OCc1ccccc1Cl)NC1CC1 | -9 | 4% | -6% | -12% | 5% | -3 | -1%
CN(C)Cc1c(C(=O)N/N=C/c2ccc(OCc3ccc(F)cc3)cc2)nnn1-c1nonc1N | -10 | 11% | -2% | 13% | -4% | -6 | 4%
COc1ccc(S(=O)(=O)N2CCCCCC2)cc1 | -5 | -8% | 2% | 8% | 4% | 1 | .
CC1CC(C)CN(CC(=O)c2ccc(OC(F)F)cc2)C1 (stereo unspecified) | 26* | 7% | -5% | 15% | -4% | 34* | -26%
COc1ccc(OCc2n[nH]c(=S)n2Cc2ccco2)cc1 | 49 | 27% | 2.8µM* | 3% | -13% | 12 | 32%
Cc1nc(SCC(=O)c2ccccc2)[nH]c(=O)c1Oc1ccc(Cl)cc1 | -4 | 0% | 4% | 13% | 12% | 7 | 3%
O=C(NCCNC(=O)c1ccccn1)c1ccc(-c2ccccc2)cc1 | -2 | ? | 2% | -20% | -5% | -2 | 6%
CN(CC(=O)NCC1CCCO1)S(=O)(=O)c1ccc(Br)cc1 (stereo unspecified) | 16 | 38%[activator] | -9% | . | 2% | 0 | 69%[activator]
CC(OC(=O)CN1C(=O)c2ccccc2C1=O)C(=O)N(C)c1ccccc1 (stereo unspecified) | . | -22% | 4% | 3% | . | . | 23%
COC(=O)[C@@H](NC(=O)/C=C/c1ccc(OC)cc1)C(C)C | 18 | 4% | 0% | 8% | -4% | 9 | -4%
CC1CCCCC1NC(=O)COC(=O)c1cccn1C (stereo unspecified) | . | -3% | 0% | 6% | . | . | -15%
COc1cc(/C=N/NC(=O)c2cc(-c3ccco3)nc3ccccc23)cc(OC)c1O | 4 | ? | -2% | 2% | 9% | 9 | -20%

Going on with the list.
SMILES | Shiga inhibitor | Pf growth 48h | TbPYK inhibitor | HCV inh | LmPK inh | CHX counter | Pf growth 96h
COC(=O)CC(NC(=S)N1CC2C[C@@H](C1)Cn1c2cccc1=O)C(=O)OC (stereo partly specified) | -3 | 3% | 6% | -2% | 4% | 2 | -1%
Cn1c(=O)c2ccccc2n(CC(=O)N2CCCc3ccccc32)c1=O | -15 | -11% | -21% | -14% | -4% | 11 | 1%
Cn1c(=O)c2c(nc(SCC(=O)NCC3CCCO3)n2C)n(C)c1=O (stereo unspecified) | -6 | 0% | 0% | 9% | 1% | -1 | .
COCCn1c(SCC(=O)Nc2nnc(C)s2)nnc1-c1ccoc1C | -16 | 6% | 6% | 13% | 0% | -3 | 49%[activator]
CCCC(=O)NCc1cc(-c2nn(C)c(=O)c3ccccc23)ccc1C | -14 | ? | 1% | -4% | 2% | -2 | -29%
COc1ccc(CN2CC(=O)N(c3ccccc3OC)C2=S)cc1OC | -5 | . | 9% | -3% | 0% | -2 | -5%
COc1ccc(N2CCN(C(=O)c3ccc4c(=O)n(Cc5ccc6c(c5)OCO6)c(=O)[nH]c4c3)CC2)cc1 | 2 | 0% | 6% | 16% | 0% | -3 | 13%
CC1CN(S(=O)(=O)c2ccc(C(=O)N(CCCN(C)C)c3nc4cc5c(cc4s3)OCCO5)cc2)CC(C)O1 (stereo unspecified) | . | ? | -1% | -9%[8.37 µM] | . | . | -15%
Cc1ccc(OCCn2cc(/C=C(\C#N)C(=O)NCC3CCCO3)c3ccccc32)cc1 (stereo unspecified) | -9 | 10µM* | -7% | ? | 1% | 12 | 92%[activator]
COc1cc(C(C)=O)ccc1OCC(O)Cn1nc(C)c(C(C)=O)c1C (stereo unspecified) | 10 | 0% | 3% | -13% | -2% | -2 | 102%[activator]
COc1ccc(S(=O)(=O)Nc2ccc(CC#N)cc2)cc1 | -10 | -11% | 1% | 2% | -2% | -3 | 245%[activator]
CS(=O)(=O)N1CCC(C(=O)Nc2ccc(C(N)=O)cc2)CC1 | 2 | . | -6% | 17% | 2% | -3 | -7%
CCOC(=O)c1cnc2ccc(C)cc2c1NCCN1CCOCC1 | -4 | 12µM* | 0% | -20% | 3% | 6 | 14%
COc1ccccc1C(=O)Nc1ccc(S(=O)(=O)Nc2nccs2)cc1 | 21 | 14% | 0% | 13% | 4% | 0 | 19%
C=CCn1c(=O)c2ccccc2n2c(SCC(=O)O)nnc12 | -13 | 26% | 6% | 17% | 5% | -8 | 19%
COc1ccc(Cl)cc1C(=O)Nc1ccc(S(N)(=O)=O)cc1 | -4 | 0% | -23% | ? | -3% | -2 | 0%
CCOC(=O)Cn1nc(C)cc1NC(=O)c1cc(OC)c(OC)c(OC)c1 | -5 | 29% | 2% | ? | -3% | 1 | 49%[activator]
